From PubChem
Rtt109 HAT inh: blocks Candida albicans Rtt109/Vps75 acetyltransferase activity. inhibition, % at 34.9 µM. 330,000 compounds, 0.16% hits. purified Rtt109/Vps75, ThioGlo CoA-SH fluorescence, 4 h. AID 540336;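 active = inhibition of at least 50% in every replicate; inconclusive = best replicate reaches 50% inhibition but some replicates fall short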
Target sequence (Q5AAJ8 whole entry, looked up): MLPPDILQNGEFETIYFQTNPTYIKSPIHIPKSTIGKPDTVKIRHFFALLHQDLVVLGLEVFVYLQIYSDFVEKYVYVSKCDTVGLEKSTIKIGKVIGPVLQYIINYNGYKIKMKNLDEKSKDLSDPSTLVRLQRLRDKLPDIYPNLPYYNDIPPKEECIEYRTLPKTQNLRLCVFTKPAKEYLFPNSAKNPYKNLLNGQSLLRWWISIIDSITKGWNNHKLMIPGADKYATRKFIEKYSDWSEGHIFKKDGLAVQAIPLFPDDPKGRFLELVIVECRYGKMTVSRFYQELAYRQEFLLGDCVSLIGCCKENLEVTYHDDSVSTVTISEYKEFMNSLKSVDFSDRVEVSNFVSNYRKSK
PfHsp90 set2: reduces growth (ATP signal) of yeast expressing P. falciparum Hsp90. S. cerevisiae expressing PfHsp90, BacTiter-Glo ATP, 48 h; yeast lacking PDR1 and PDR3 efflux regulators. 310,000 compounds, 0.32% hits. AID 504621. inhibition, % at 9.4 µM;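 active = every replicate shows inhibition above about 80%, whatever the replicate mean, limit read from the data; inconclusive = mean inhibition reaches the set limit but some replicate falls short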;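 note: 0% = DMSO neutral controls and 100% = 20 µM radicicol positive controls; yeast relying on Plasmodium falciparum Hsp90 in place of its own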
SR-BI uptake up: activators of SR-BI mediated HDL lipid uptake. CHO ldlA[mSR-BI] cells, DiI-HDL uptake fluorescence, 3 h; 100 = double the neutral-control signal. activation, % at 12.5 µM. 320,000 compounds, 0.096% hits. AID 504775;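 active = mean replicate activation of at least 60% and every replicate at or above 60%; inconclusive = mean or all-replicate condition met, but not both; inactive = mean below 60% and not all replicates reaching 60%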;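 note: 0% = median plate neutral-control signal and 100% = twice that signal; values of inactives mirror those of a sister screen read the other way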
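system = CHO ldlA[mSR-BI] cells, LDL receptor-null, SR-BI overexpressing | medium = Ham's F12 with 0.5% BSA, HEPES 25 mM, pH 7.4 | probe or stimulus = DiI-HDL 10 µg/mL | compound dosing = single-point compound dose | incubation = compound exposure 3 h, 37 °C | technique = DiI fluorescence, bottom read | read-out = cell-associated DiI fluorescence as measure of HDL uptake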
SR-BI HDL uptake: mouse SR-BI HDL lipid transfer inhibition. Q61009. ldlA[mSR-BI] CHO cells, DiI-HDL uptake fluorescence, 3 h. inhibition, % at 12.5 µM. 320,000 compounds, 0.96% hits. AID 488896;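 active = mean replicate inhibition of at least 70% and a set share of replicates each scoring 70 or more; inconclusive = meets just one of the two criteria; inactive = fails both criteria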;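 note: 0% = median of neutral control wells and 100% = median of positive control wells; values of inactives mirror those of a sister screen read the other way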
MITF act: increases MITF-driven TRPM1 promoter luciferase signal; activation, % at 12.5 µM; 300,000 compounds, 0.75% hits; SK-MEL-5 TRPM1-promoter luciferase, 24 h; % of positive control, neutral wells = 0;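 active = mean activation of at least 80% with every replicate also reaching 80%; inconclusive = mean reaches 80% but some replicate falls short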;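 note: 0% = neutral control wells and 100% = parthenolide positive control wells; values of inactives mirror those of a sister screen read the other way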
NSD2 HMT inh: blocks human histone methyltransferase NSD2. inhibition, % at 12.5 µM. NSD2 peptide methylation, AlphaScreen, 120 min. 310,000 compounds, 0.54% hits; in the data active = inhibition above about 50%
dFosB activator: activators of mouse delta FosB homodimer; 340,000 compounds, 0.99% hits; activation, % at 25 µM; AID 493131; purified delta FosB, TAMRA-CDK5 oligo fluorescence polarization; percent of positive-control signal above neutral wells;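 active = mean activation above about 17%, with every replicate also reaching it, limit read from the data, passing the limit was not always enough; inconclusive = only one of the two conditions met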;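 note: fluorescence polarization rise as delta FosB binds a TAMRA Cdk5 AP-1 oligo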
Target sequence (P13346 whole entry, looked up): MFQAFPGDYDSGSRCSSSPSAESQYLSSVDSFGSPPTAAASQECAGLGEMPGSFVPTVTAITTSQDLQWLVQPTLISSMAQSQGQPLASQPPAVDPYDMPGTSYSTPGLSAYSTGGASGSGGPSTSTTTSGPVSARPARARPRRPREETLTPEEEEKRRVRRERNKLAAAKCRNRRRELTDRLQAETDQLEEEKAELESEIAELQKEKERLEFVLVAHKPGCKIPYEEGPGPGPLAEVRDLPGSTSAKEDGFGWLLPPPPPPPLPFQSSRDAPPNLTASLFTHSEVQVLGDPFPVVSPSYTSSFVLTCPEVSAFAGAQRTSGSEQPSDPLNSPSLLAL
PvdQ acylase: blocks Pseudomonas aeruginosa PvdQ acylase activity. AID 488965. 340,000 compounds, 0.063% hits. inhibition, % at 10 µM. purified PvdQ acylase, fluorescence plate reader; in the data active = inhibition above about 30%, passing the limit was not always enough; inconclusive = no clear call, values can overlap the other calls;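 note: 0% = vehicle neutral wells and 100% = reference inhibitor wells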
CAL PDZ FP-1: blocks peptide binding to the human CAL PDZ domain. purified CAL PDZ, TMR-peptide fluorescence polarization, 1 h. inhibition, % at 24.9 µM. 300,000 compounds, 0.92% hits. AID 602252;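 active = mean inhibition of at least 30% with at least half of replicates also reaching 30%; inconclusive = no clear call, values can overlap the other calls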;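 note: 0% = DMSO neutral control and 100% = excess unlabeled competitor peptide PRC23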
CAL PDZ FP-2: inhibitors of human CAL PDZ peptide binding. Q9HD26. purified CAL PDZ, TMR-peptide fluorescence polarization, 1 h. inhibition, % at 20 µM. 330,000 compounds, 0.02% hits. AID 504414;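 active = highest replicate inhibition of at least 40%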;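 note: plate controls were DMSO neutral control wells for no effect and unlabeled competitor peptide control wells for full effect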
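material = purified tagged CAL PDZ domain construct (CerCALP) | compound dosing = 20 µM, one dose | times = 1 h at RT | measured by = fluorescence polarization from S- and P-plane intensities, G-factor corrected | read-out = inhibition from polarization loss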
The depositor's hits bear a star; ? = inconclusive; . = not tested or not shown.

mol	NSD2 HMT inh	Rtt109 HAT inh	dFosB activator	MITF act	CAL PDZ FP-2	PvdQ acylase	SR-BI uptake up	CAL PDZ FP-1	PfHsp90 set2	SR-BI HDL uptake
Cc1cc(O)c2c(c1)C(=O)[C@@]13Oc4c5c(c(O)c6c(O)cc(C)cc46)C(=O)C[C@H](O)[C@H]5[C@@H]1[C@@H](O)CC(=O)C3=C2O	.	-4	7	.	-0.2	6	-4	3	8	4
CCOc1ccc(-n2c(C)cc(C(=O)CCl)c2C)cc1	-3	-12	-3	-70	-1.9	-10	-19	-4	.	19
CCc1ccccc1S(=O)(=O)Cc1ccc(C(=O)N2CCN(c3ccccc3OC)CC2)o1	.	14	-5	-13	0.0	-15	-64	-5	-9	64
NC(=O)CN(C/C=C/c1ccccc1)C/C=C/c1ccccc1	2	15	4	.	-0.5	14	18	-6	-5	-18
Cc1csc(NC(=O)CSc2nnc(Cn3c(=O)sc4ccccc43)n2-c2ccccc2)n1	.	8	-8	-6	-0.7	-1	-34	.	-16	34
Cc1nc(C(=O)NCc2ccccc2)sc1C1(C)CC(c2cccnc2)=NO1 (configuration not stated)	.	-2	-1	-11	0.4	-14	-10	-3	11	10
Cc1cccc(CC(=O)Nc2cccnc2)c1	-6	4	0	.	-0.9	1	9	1	-20	-9
O=S(=O)(NCc1ccccc1)NCc1cccc(C(F)(F)F)c1	2	.	1	-4	-2.1	-10	7	-2	-5	-7
O=C(NCC1CCCO1)C(C(=O)c1ccc(F)cc1)n1ccccc1=O (configuration not stated)	-1	3	1	3	0.0	-3	27	-2	.	-27
CCCc1cc(=O)[nH]c(SCC(=O)Nc2ccc(Cl)c(S(=O)(=O)N3CCOCC3)c2)n1	1	2	-1	4	0.1	-16	-2	-14	2	2
CCCCN(C(=O)CSc1nc2ccccc2n1CC)C1CCS(=O)(=O)C1 (configuration not stated)	6	-1	-10	-13	-1.2	-16	-1	0	10	1
CCOc1c(Cl)cc(/C=N/NC(N)=S)cc1OC	-3	.	4	-11	-3.7	22	-22	-2	2	22

Next structures
mol	NSD2 HMT inh	Rtt109 HAT inh	dFosB activator	MITF act	CAL PDZ FP-2	PvdQ acylase	SR-BI uptake up	CAL PDZ FP-1	PfHsp90 set2	SR-BI HDL uptake
CN1CCN(C(=O)Nc2ccccc2)CC1	-1	2	-6	10	-1.0	-7	-2	-8	-14	2
COc1ccc(CCC(=O)N2CCN(c3ccccc3)CC2)cc1OC	4	-4	-9	4	-0.7	0	-19	-3	-21	19
Cc1ccc(C(C)C)cc1OCC(=O)Nc1nnc(C2CC2)s1	0	2	-1	-9	-0.3	-6	10	-6	-8	-10
CC(C)(CNS(=O)(=O)c1ccc2c(c1)OCCO2)N1CCOCC1	-2	2	-5	7	-1.0	0	21	.	3	-21
CC(C)(C)Cc1nnc(NS(C)(=O)=O)s1	-1	19	-1	5	-2.8	9	9	.	.	-9
COc1cccc(CNC(=O)c2cccc(Br)c2)c1	-4	18	-4	6	-2.9	-9	14	-3	-12	-14
CCc1ccc(NC(=O)CCn2nc(C)c(S(=O)(=O)N3CCCCC3)c2C)cc1	-3	-10	-9	-7	-1.3	-6	-6	2	5	6
O=C(Nc1cc(S(=O)(=O)N2CCOCC2)ccc1O)c1ccc(S(=O)(=O)N2CCCCC2)cc1	7	0	1	8	0.2	-13	10	-2	-10	-10
C[C@H]1CN([C@@H](C)CO)C(=O)c2cccc(NC(=O)c3cnccn3)c2O[C@@H]1CN(C)C(=O)Nc1ccc2c(c1)OCO2	.	6	-3	-18	-1.1	-15	15	-5	28	-15
CCOc1ccc2cc(C#N)c(SCC(=O)N3CCOCC3)nc2c1	-1	2	-29	62	-2.1	1	23	-3	.	-23
O=C(CC1(O)C(=O)N(Cc2ccc3c(c2)OCO3)c2ccccc21)c1ccccc1 (configuration not stated)	2	3	-6	6	.	9	9	-3	-13	-9
Cc1cc(C(=O)Nc2ccccc2C#N)n(-c2ccccc2)n1	.	-17	-1	3	-0.3	-11	0	.	6	0

(cont.)
mol	NSD2 HMT inh	Rtt109 HAT inh	dFosB activator	MITF act	CAL PDZ FP-2	PvdQ acylase	SR-BI uptake up	CAL PDZ FP-1	PfHsp90 set2	SR-BI HDL uptake
O=C(COC(=O)c1ccc(F)cc1F)NCCC1=CCCCC1	-1	2	-3	11	-0.5	10	22	-3	.	-22
Cc1ccc(S(=O)(=O)N(Cc2cccc(F)c2)C(=O)N2CCN(C)CC2)cc1	-2	-9	-1	0	-1.2	-7	6	-2	-10	-6
COc1ccc(NC(=O)CN(C)C(=O)/C=C/c2cn(-c3ccccc3)nc2-c2ccc(F)cc2)cc1	1	.	-10	-5	-0.9	2	-40	4	-60	40
O=c1[nH]c2cc([N+](=O)[O-])c([N+](=O)[O-])cc2[nH]c1=O	-1	.	-3	-3	-1.5	-7	9	-2	17	-9
COCCn1c(-c2ccc(F)cc2)nc2oc3cc(OC)ccc3c(=O)c2c1=O	-1	10	-20	-16	-0.9	2	-60	-7	9	60
CN(C)c1ccc(C(CNS(=O)(=O)c2ccc3ccccc3c2)c2c[nH]c3ccccc23)cc1 (configuration not stated)	-2	1	-10	0	-0.4	-3	5	1	1	-5
O=C(CCC(=O)c1cccs1)OCC(=O)N1CCN(C(=O)c2ccco2)CC1	-2	-2	-4	-3	0.7	-10	2	-2	2	-2
COc1ccc(NS(=O)(=O)c2ccc3c(c2)NC(=O)CO3)c(OC)c1	0	4	0	-9	-0.8	-8	18	-2	20	-18
CC(=O)c1ccc(NC(=S)Nc2ccc3cn[nH]c3c2)cc1	1	9	-3	19	0.0	-17	10	-15	2	-10
COc1ccc(OC)c(S(=O)(=O)Nc2ccc(F)cc2)c1	11	-8	2	-1	-1.1	-2	10	1	5	-10
Cc1ccc(Nc2nc(NCCO)c3ccccc3n2)cc1C	4	6	32*	13	-6.1	-8	0	-6	-11	0
COC(=O)c1cc(OC)c(OC)cc1N1C(=O)CC(C)(C)CC1=O	-4	0	0	3	2.0	-6	-1	-2	2	1

Next part:
mol	NSD2 HMT inh	Rtt109 HAT inh	dFosB activator	MITF act	CAL PDZ FP-2	PvdQ acylase	SR-BI uptake up	CAL PDZ FP-1	PfHsp90 set2	SR-BI HDL uptake
O=C(COC(=O)Cc1ccc(Br)cc1)Nc1ccc(N2CCOCC2)cc1	-4	0	-1	-8	-0.4	-7	-1	-1	0	1
CCN(Cc1ccccc1)C(=O)Cc1c[nH]c2ccccc12	6	10	-5	-10	-1.9	-10	-10	-3	-17	10
O=C(COc1ccccc1Br)NC(=O)NC1CCCC1	-1	2	-5	141*	-4.3	2	-7	0	.	7
CCN(CC)CCN1C(=O)/C(=C\c2ccc(Cl)c([N+](=O)[O-])c2)SC1=Nc1ccc(OC)cc1	2	12	?	-94	-3.4	-2	.	-4	-16	.
O=C(O)c1ccccc1NC(=O)N1CCOCC1	-17	0	6	-2	-0.5	2	35	-4	-30	-35
CCCn1c(N)c(N(CCOC)C(=O)c2ccc(F)cc2)c(=O)[nH]c1=O	2	0	-2	2	-2.7	3	.	-6	5	.
COc1ccc(/C=C2/SC(=O)N(CC(=O)NCCC(C)C)C2=O)cc1OC	-2	-108	17*	-1	-0.3	3	-17	2	-25	17
CCOC(=O)CNC(=O)CSc1nnc(-c2cccc(C)c2)n1-c1ccc(OC)cc1	2	2	-1	-6	.	0	-7	-5	-1	7
Cc1cccnc1NC(=O)CSc1ncnc2sc(C)c(C)c12	-5	6	-9	-2	-0.3	1	4	-3	10	-4
C#CC(CC)(CC)NC(=O)c1ccc(Br)s1	-4	-1	2	6	1.5	-18	4	-7	.	-4
Cc1ccc(C(=O)c2coc3ccc(OCC(=O)O)cc23)cc1	3	0	-10	-8	-2.6	-12	5	-1	-15	-5
Cn1c(SCC(=O)N2CCCc3ccccc32)nc2ccccc2c1=O	-2	6	-22	-14	-0.3	-12	-7	-3	-11	7

(further entries)
mol	NSD2 HMT inh	Rtt109 HAT inh	dFosB activator	MITF act	CAL PDZ FP-2	PvdQ acylase	SR-BI uptake up	CAL PDZ FP-1	PfHsp90 set2	SR-BI HDL uptake
O=C(Cc1ccccc1)NNC(=O)c1ccc(Br)o1	-1	-10	-1	-3	-2.2	1	5	-2	11	-5
CC(C)C1N=C2c3ccccc3N=C(SCC(=O)c3ccc(O)c(O)c3)N2C1=O (configuration not stated)	.	0	-7	-11	-1.0	-1	-54	-4	5	54
CCCOc1ccc(Cl)cc1CNc1ccccc1	-1	-19	5	4	0.6	-10	-21	-5	-4	21
Cc1ccc2c(C)c(C(=O)NCCN3CCOC3=O)oc2c1C	-3	0	-10	-8	-2.4	-4	-2	1	12	2
Cc1ccc(C(C)NC(=O)C23CC4CC(CC(C4)C2)C3)cc1 (configuration not stated)	1	0	1	-20	0.7	11	-8	5	.	8
CCN1CCN(CCC(=O)Nc2ccc(C)cc2)CC1	9	13	-2	.	-0.2	16	-10	2	12	10
CCN(CC)CCCNC(=O)/C=C/C(=O)O	19	-1	4	-3	0.3	-11	22	-6	43	-22
CCOc1cc(C(=S)N2CCCC2)ccc1O	0	3	3	.	-0.1	-2	-3	6	-7	3
CCOc1ccccc1NC(=O)Cn1c(=O)n(-c2ccc(OC)cc2OC)c(=O)c2c(C)c(C(=O)N(CC)CC)sc21	-3	27	-11	-3	-0.5	-9	-22	1	.	22
O=C(COC(=O)c1cc(S(=O)(=O)N2CCOCC2)ccc1F)c1ccc[nH]1	69*	-9	2	0	0.3	-9	-25	7	-6	25
CC1C2(C)OC(=N)C(C#N)(C(C)O2)C1(C#N)C#N (configuration not stated)	-1	-400	-155	-4	0.5	-14	.	1	-6	.
